High-throughput results from PubChem.
MITF inh: human MITF inhibition, primary screen. inhibition, % at 2.6 µM. AlphaScreen MITF homodimerization, bead proximity signal. 650,000 tested, 0.91% active. O75030; in the data active = inhibition above about 50%;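 note: 0% = vehicle wells with protein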
Target sequence (O75030 whole entry, looked up): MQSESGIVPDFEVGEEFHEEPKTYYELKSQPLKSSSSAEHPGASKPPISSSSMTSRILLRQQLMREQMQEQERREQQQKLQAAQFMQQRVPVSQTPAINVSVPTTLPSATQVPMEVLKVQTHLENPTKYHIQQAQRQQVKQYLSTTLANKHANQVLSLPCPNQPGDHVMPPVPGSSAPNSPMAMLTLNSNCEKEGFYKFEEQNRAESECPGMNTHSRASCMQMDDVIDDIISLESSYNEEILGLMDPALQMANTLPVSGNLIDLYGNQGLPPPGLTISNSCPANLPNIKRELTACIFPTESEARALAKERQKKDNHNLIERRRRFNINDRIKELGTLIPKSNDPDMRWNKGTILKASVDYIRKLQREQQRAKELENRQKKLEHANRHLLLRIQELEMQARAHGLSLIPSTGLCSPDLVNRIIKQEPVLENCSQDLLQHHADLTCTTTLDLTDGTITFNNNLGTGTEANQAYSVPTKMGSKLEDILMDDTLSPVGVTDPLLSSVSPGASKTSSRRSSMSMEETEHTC
GPR151 ag: activators of human GPR151 | Q8TDV0 | PathHunter beta-arrestin GPR151 cells, luminescence | activation, % at 11.2 µM | 650,000 tested, 1% active | AID 1508602; in the data active = activation above about 4.9%;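 note: 0% = median of compound wells and 100% = cells with positive control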
Target sequence (Q8TDV0 whole entry, looked up): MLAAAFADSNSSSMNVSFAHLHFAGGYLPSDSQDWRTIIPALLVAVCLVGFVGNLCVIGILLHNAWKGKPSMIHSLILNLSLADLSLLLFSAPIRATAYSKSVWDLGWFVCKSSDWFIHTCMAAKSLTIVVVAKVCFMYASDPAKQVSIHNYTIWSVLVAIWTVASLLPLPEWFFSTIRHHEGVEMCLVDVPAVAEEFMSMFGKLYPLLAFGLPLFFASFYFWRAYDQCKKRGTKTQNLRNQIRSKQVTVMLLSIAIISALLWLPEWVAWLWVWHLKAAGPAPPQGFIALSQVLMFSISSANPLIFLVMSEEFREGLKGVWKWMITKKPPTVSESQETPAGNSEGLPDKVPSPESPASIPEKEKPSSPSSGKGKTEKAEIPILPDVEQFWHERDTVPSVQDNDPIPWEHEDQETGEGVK
FBW7 act: activators of human E3 ligase FBW7; AID 1259310; Q969H0; normalized activity (activation), % at 26.1 µM; AlphaScreen FBW7–phospho-cyclin E peptide binding, activator screen; 650,000 tested, 0.13% active; in the data active = normalized activity above about 1.9%;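 note: purified mutant Fbw7 with reduced substrate affinity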
TEAD-YAP inh: TEAD-YAP interaction inhibition; HEK-TIYL cells, TEAD-Gal4/YAP UAS-luciferase luminescence; inhibition, % at 9.12 µM; 640,000 tested, 1.4% active; AID 1259422; in the data active = inhibition above about 32%;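 note: 0% = median of test compound wells and 100% = reference inhibitor wells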
An asterisk follows results filed as active; & = joins results of further samples.

canonical_smiles | MITF inh | GPR151 ag | FBW7 act | TEAD-YAP inh
O=C(c1ccc(Cl)c(S(=O)(=O)N2CCOCC2)c1)n1nnc2ccccc21 | -7 | 2.9 | 0.1 | 1
Cc1ccc(C2CC(c3ccc(Br)cc3)=NN2C(=O)CSc2nnc(CNC(=O)COc3ccccc3)n2C)cc1 (stereo unspecified) | -9 | 0.7 | -0.3 | 5
CCCNc1cc(C)nc(Nc2cc(OC)c(OC)c(OC)c2)n1 | 7 | 3.7 | -0.1 | 12
O=C(NCCN1CCOCC1)c1ccc2nc(Nc3ccc(N4CCOCC4)cc3)sc2c1 | -11 | -0.5 | -0.1 | 6
CCOc1ccc(C2C(C#N)=C(N)N(c3cccc(C)c3)C3=C2C(=O)CC(C)(C)C3)cc1 (stereo unspecified) | 4 | 2.8 | -0.3 | 57*
CCC1CCCCN1C(=O)COC(=O)c1ccc(C#N)cc1 (stereo unspecified) | 15 | -2.0 | -0.2 | 2
COCCn1c(=NC(=O)C(C)(C)C)sc2cc(F)ccc21 | -5 | 1.2 | 0.1 | -8
CCSc1nnc(CNC(=O)C23CC4CC(CC(C4)C2)C3)n1CC | 4 | 3.3 | 0.0 | 5
O=C(Nc1ccc(Cl)cc1)Nc1nnc(-c2cccs2)s1 | -3 | -1.0 | 0.1 | 5
Cc1ccc(O)c(NC(=S)NC(=O)c2cccc([N+](=O)[O-])c2)c1 | -2 | 0.0 | -0.2 | 4

Part of the list above, with two lines to a compound:
The line under a structure holds: MITF inh, GPR151 ag, FBW7 act, TEAD-YAP inh
O=C(NCCN1CCOCC1)c1ccc2nc(Nc3ccc(N4CCOCC4)cc3)sc2c1
    -11, -0.5, -0.1, 6
CCOc1ccc(C2C(C#N)=C(N)N(c3cccc(C)c3)C3=C2C(=O)CC(C)(C)C3)cc1 (stereo unspecified)
    4, 2.8, -0.3, 57*
CCC1CCCCN1C(=O)COC(=O)c1ccc(C#N)cc1 (stereo unspecified)
    15, -2.0, -0.2, 2

(continued)
canonical_smiles | MITF inh | GPR151 ag | FBW7 act | TEAD-YAP inh
COc1ccccc1-c1cc(CC(C)C)nc(N(C(C)=O)C(C)=O)c1C#N | -7 | 2.5 | 0.0 | -37
Cc1cc(Br)ccc1NC(=O)Cc1csc(Nc2ccc(Cl)cn2)n1 | 8 | -0.7 | 0.0 | 0
CC1CCc2c(sc(N3CCCC3=O)c2C#N)C1 (stereo unspecified) | 1 | 1.0 | 0.1 | 5
Cc1ccc(C)c(-n2cc(-c3ccccc3)[nH]c2=S)c1 | -3&12 | 3.4&0.9 | -0.2&-0.1 | 14&19
COC(=O)c1ccc(-c2csc(NC(=O)c3ccccc3NS(=O)(=O)c3ccc(C)cc3)n2)cc1 | 17 | -0.3 | 0.0 | 8
COc1ccccc1C1(CC(=O)O)CCOC(C)(C)C1 (stereo unspecified) | 6 | -0.4 | 0.6 | -2
CCCn1c(C(O)(c2c(C)nn(CCO)c2N)C(F)(F)F)nc2ccccc21 (stereo unspecified) | -3 | -1.0 | 0.0 | 12
COc1ccc(-c2nn(-c3ccccc3)cc2/C=C(\C#N)C(N)=O)cc1 | -1 | 0.1 | 0.8 | -13
CCOC(=O)Nc1ccc(C)cc1NC(=O)OCC | 10 | -0.2 | -0.1 | -7
Cc1ccccc1-n1nc2c(c1NC(=O)c1ccc(S(=O)(=O)N3CCOCC3)cc1)CS(=O)(=O)C2 | 7 | -1.8 | 0.1 | -1
O=C(O)CC1(CC(=O)Nc2ccc(Cl)cc2)CCCC1 | -13 | 1.8 | 0.1 | -4
O=C(Nc1ccccc1)c1sc(=S)n2c1[nH]c(=O)c1ccccc12 | -2 | -0.2 | 0.1 | -4
COc1cccc2c(SCC(=O)N/N=C/c3ccc(C(=O)O)cc3)cc(C)nc12 | 0 | -0.1 | -0.3 | 12
O=C(Nc1ccc2nc(SCC(=O)N3CCOCC3)sc2c1)c1ccccc1[N+](=O)[O-] | 4 | -0.3 | 0.3 | -5
Cc1nc(Oc2ccc(F)cc2)c(C(=O)O)c(C)c1Cl | 1 | -0.4 | -0.1 | 3
COc1cccc(CNC(=O)CCCCCn2c(=S)[nH]c3ccsc3c2=O)c1 | -9 | 0.2 | 0.0 | -11
CC(C)n1cnc2cc(NCc3ccco3)ccc21 | -4 | -0.2 | 0.1 | -35
CC(=O)N(C)c1ccc(NC(=O)COc2ccccc2C)cc1 | -7 | 0.7 | -0.1 | 1
O=C(Cn1nnc(-c2ccccc2)n1)Nc1ccccc1I | 27 | -2.0 | 0.0 | 3
CC1=C(C#N)C(c2cccc(Oc3ccccc3)c2)C2=C(CC(C)(C)CC2=O)N1 (stereo unspecified) | -19 | -0.8 | -0.1 | 5

Molecules shown so far that contain a COOH group, in the order listed:
canonical_smiles | MITF inh | GPR151 ag | FBW7 act | TEAD-YAP inh
COc1ccccc1C1(CC(=O)O)CCOC(C)(C)C1 (stereo unspecified) | 6 | -0.4 | 0.6 | -2
O=C(O)CC1(CC(=O)Nc2ccc(Cl)cc2)CCCC1 | -13 | 1.8 | 0.1 | -4
COc1cccc2c(SCC(=O)N/N=C/c3ccc(C(=O)O)cc3)cc(C)nc12 | 0 | -0.1 | -0.3 | 12
Cc1nc(Oc2ccc(F)cc2)c(C(=O)O)c(C)c1Cl | 1 | -0.4 | -0.1 | 3

Remaining list, next part
canonical_smiles | MITF inh | GPR151 ag | FBW7 act | TEAD-YAP inh
Cc1cccc(-n2cc(-c3ccccc3)nc2SCC(=O)Nc2ccccc2C)c1 | 6 | -0.5 | -0.1 | 5
COc1ccccc1NC(=O)COc1ccc(C#N)cc1OC | 11 | -0.9 | -0.1 | -21
COc1ccc(N2C(=O)C(CC(=O)Nc3ccccc3)N(Cc3cccs3)C2=O)cc1 (stereo unspecified) | 8 | 0.3 | 0.2 | 5
O=C(Cn1ncc(Cl)c(Cl)c1=O)Nc1cc(C(F)(F)F)cc(C(F)(F)F)c1 | -10 | 0.7 | 0.0 | -6
COc1cccc(C2C(C(=O)Nc3nc4ccccc4s3)=C(C)NC3=C2C(=O)CCC3)c1OC (stereo unspecified) | -8 | -0.3 | 0.0 | -15
Cc1nonc1CC(=O)N1CCC(N2CCC(C(=O)NCC3CCCO3)CC2)CC1 (stereo unspecified) | -3 | -0.2 | 0.0 | 13
COc1ccc(C2=NS(=O)(=O)N(C)C(C(=O)N3CCC(C(N)=O)CC3)=C2)cc1 | -3 | 0.4 | -0.1 | 2
COc1ccc(C(=O)NNC(=O)C(C)(C)C)cc1OC | 21 | -0.6 | -0.1 | 0
Cc1cccc(NCC(=O)N/N=C/c2cccc(Cl)c2)c1 | 15 | -1.1 | 0.1 | 1
Cc1ccc(/C=C/C(=O)Nc2cccc(C(F)(F)F)c2)o1 | 10 | 0.2 | 0.2 | 5
CCOC(=O)c1oc2cc(OCC(N)=O)ccc2c(=O)c1-c1ccc(Br)cc1 | 10 | 0.7 | 0.0 | -12
O=C(NCCN1CCNCC1)C(=O)Nc1nc2ccccc2s1 | -13 | -0.3 | -0.1 | -6
COc1cccc(Nc2nnc(-c3cc4ccc(O)cc4oc3=O)s2)c1 | 3 | 5.8* | 0.0 | -3
Cc1ccc(OCC(=O)NNC(=O)c2ccccc2Cl)cc1 | 8 | -0.1 | 0.1 | -11
CC(C)(C)S(=O)(=O)Nc1nccnc1-c1ccc(CO)cc1 | 22 | -0.8 | 0.4 | -5
O=C(NCCN1CCCCCC1)c1ccc2nc(N3CCOCC3)sc2c1 | -2 | -2.4 | 0.6 | -5
Cc1ccc(OCCCn2ccnc2)c(Cl)c1 | 0 | -0.7 | -0.1 | -2
CCOC(=O)c1cc(S(=O)(=O)NC2CCCCCC2)cn1C | 9 | -0.5 | -0.2 | 10
Cc1sc2ncn(CC(=O)NCC(=O)O)c(=O)c2c1C | -6 | 0.0 | -0.1 | 1
CC1CCCC(NC(=O)C2N(C(C)c3ccccc3)C(=O)C3C(C(=O)Nc4cc(Cl)cc(Cl)c4)C4C=CC32O4)C1C (stereo unspecified) | 1 | 1.8 | -0.1 | -5
COc1ccccc1N1CCSC1=O | -10 | -0.8 | -0.1 | 2
COc1ccccc1CNS(=O)(=O)c1ccc(F)c(C(=O)Nc2cc(C)cc(C)c2)c1 | -1 | 0.5 | 0.1 | -1
CC1(C)Cc2c(sc(NC(=O)c3ccc(S(=O)(=O)N4CCCCC4)cc3)c2C(N)=O)C(C)(C)N1 | 2 | 1.1 | -0.1 | 5
COc1cc2nc3c(C#N)cc4cc5cccc(C)c5nc4n3c(=O)c2cc1OC | 12 | 1.3 | 0.1 | 4
CC1=C(C(=O)Nc2nc3ccccc3s2)C(c2ccc([N+](=O)[O-])cc2)C2=C(CC(C)(C)CC2=O)N1 (stereo unspecified) | 0 | -0.6 | 0.4 | 1
COc1ccc(N2C(=O)/C(=C/c3ccc(OC)c(OC)c3)N=C2c2ccc(Cl)cc2)c(OC)c1 | 4 | 0.9 | 0.2 | 2
Cc1cc(C(=O)Nc2ccc(F)cc2)n(-c2ccccc2)n1 | 1 | -0.1 | 0.0 | 11
Nc1nonc1C(=O)N/N=C/c1ccc(-c2ccc(Cl)cc2Cl)o1 | 2 | -0.3 | -0.1 | -1
COc1ccc(C)cc1NC(=S)N1CC(C)OC(C)C1 (stereo unspecified) | 6 | 0.0 | 0.0 | 1
CC(=O)NC(=O)NC(c1ccccc1)c1ccccc1 | -1 | 0.6 | -0.1 | 11
CCOC(=O)c1sc(-n2[nH]c(C)cc2=O)nc1C | 4 | -0.2 | 0.1 | -5
O=C(Nc1ccccc1C(=O)N/N=C/c1ccccc1O)c1ccco1 | -1 | -0.3 | -0.1 | 10
O=C(c1ccccc1F)n1c2c(c3ccccc31)CCCC2 | 6 | 0.1 | 0.1 | 2
CN(C)c1nc(/C=C(\C#N)C(N)=O)c(Cl)n1-c1ccc(F)cc1 | 4 | 0.6 | 0.7 | 2
O=C(O)CNS(=O)(=O)c1ccc(Br)s1 | 3 | 1.2 | 0.1 | -2
CC(=O)N1CCc2cc(-c3csc(NC(=O)C4CC4)n3)ccc21 | -5 | 1.0 | -0.2 | -27
COc1ccc(N(CC(=O)Nc2ccccc2C(=O)O)S(C)(=O)=O)cc1 | 11 | -0.3 | 0.0 | 7
CCn1c(CC(=O)Nc2ccccc2OC)nnc1SCC(=O)Nc1nc(C)cs1 | 12 | 3.5 | 0.1 | -1
COc1ccc(C2=NN(C(C)=O)C(c3ccccc3)C2)cc1 (stereo unspecified) | 2 | -0.6 | 0.8 | -20
Cc1nc(N2CCN(C)CC2)c2c(C)c(C(=O)Nc3ccc(F)cc3F)sc2n1 | 5 | 3.2 | 0.0 | 7
O=C(Cn1ncc2ccccc21)NCc1cccc(F)c1 | -7 | -0.1 | 0.1 | -58
CCn1ccc(CNC(=O)Nc2cccc(C(F)(F)F)c2)n1 | -3 | 0.2 | 0.0 | 1
COc1ccc(OC)c(-n2c(CNC(=O)c3ccc(S(=O)(=O)N4CCOCC4)cc3)nnc2SCC(=O)Nc2nccs2)c1 | -10 | 1.7 | -0.2 | 1
CCOC(=O)Cc1ccc(NCc2ccc(F)cc2)cc1 | 7 | -0.9 | 0.1 | 2
CCCCCCOc1ccc(N2C(=O)CC(SCC(N)C(=O)OCC)C2=O)cc1 (stereo unspecified) | -2 | 1.4 | 0.0 | 0
Cc1nc(N2CCN(c3ccc(F)cc3)CC2)c2c3c(sc2n1)CCCC3 | 3 | -0.1 | -0.2 | -1
CCOc1ccc(-c2nc(C#N)c(Nc3ccc(OC)cc3)o2)cc1 | 11 | 0.7 | 0.0 | -16
Cc1cccc(-n2ncc3c(=O)[nH]c(-n4nc(C)cc4NC(=O)CC(C)C)nc32)c1 | 14 | -1.8 | 0.6 | 14
NS(=O)(=O)c1cccc(NC(=O)Cc2cccs2)c1 | -143 | -0.3 | 0.0 | -8
NS(=O)(=O)c1ccc(N/N=C/c2ccsc2)c([N+](=O)[O-])c1 | 16 | 0.5 | -0.2 | 0

New compounds follow:
canonical_smiles | MITF inh | GPR151 ag | FBW7 act | TEAD-YAP inh
CC1=C(C(=O)Nc2ccccn2)C(c2cccc(Br)c2)C2=C(CCCC2=O)N1 (stereo unspecified) | 0 | -0.1 | 0.0 | 3
O=C(NCc1ccc2c(c1)OCO2)c1ccc(OC2CCN(C(=O)C3CC3)CC2)cc1 | 10 | -0.5 | -0.1 | 1
CC(Sc1nnc(-c2ccc(Cl)cc2Cl)o1)C(=O)NC(c1ccccc1)c1ccccc1 (stereo unspecified) | 2 | -0.7 | -0.2 | -3
CC(C)(CO)CNc1nncc(-c2cccc(Cl)c2)n1 | 10 | -0.9 | 0.2 | -30
Cc1ccc(C(=O)Oc2ccc(C(C)(C)c3ccc(OC(=O)c4ccc(C)cc4)cc3)cc2)cc1 | 5 | -0.9 | 0.0 | 7
COc1cc(/C=C(/C#N)c2ccc(C(=O)O)cc2)cc(Br)c1OCC(=O)O | 3 | 0.6 | 0.0 | -6
OCCNc1nc(NCc2cccnc2)nc2c1ncn2-c1ccsc1 | 15 | -1.1 | 0.2 | -1
COCCNC(=O)c1ncoc1-c1ccc(F)cc1 | -4 | -0.1 | 0.1 | -18
COc1ccccc1C1C=C(Nc2ccccc2)C(=O)N1c1ccccc1 (stereo unspecified) | -10 | -0.3 | -0.6 | -13
Oc1oc(-c2cccc3ccccc23)nc1C=Nc1cccc(C(F)(F)F)c1 | 7 | -1.9 | 0.1 | 2
